GalR3 antagonist – human GalR3 antagonism; O60755; HEK293 GalR3-CNG cAMP membrane potential fluorescence; galR3 body fused to GalR1 C-terminus; inhibition, % at 3 µM; 360,000 compounds, 0.44% hits;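 active = inhibition above the screen-wide average plus 3 SD, cut at about 13% in these data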;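 also: forskolin and galanin both at EC90 stimulate the cells; cAMP rise reported by CNG channel membrane potential dye signal; 0% = forskolin plus galanin with DMSO and 100% = forskolin alone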
Target sequence (O60755 1-299 limits assumed): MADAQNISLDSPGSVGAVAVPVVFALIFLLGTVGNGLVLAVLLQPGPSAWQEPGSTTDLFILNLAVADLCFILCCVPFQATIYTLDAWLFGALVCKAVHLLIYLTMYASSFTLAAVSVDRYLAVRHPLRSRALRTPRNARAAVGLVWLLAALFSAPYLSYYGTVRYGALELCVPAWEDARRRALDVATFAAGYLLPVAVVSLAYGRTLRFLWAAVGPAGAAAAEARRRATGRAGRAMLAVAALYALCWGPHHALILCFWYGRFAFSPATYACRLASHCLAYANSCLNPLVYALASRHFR
Active calls of the source: *. A portion of the library; rates above refer to the full screens.

SMILES | GalR3 antagonist
Cc1ccc(C(=O)Nc2cccnc2)cc1C | -8
Cc1ccc(NC(=O)C2(C)CCN2C(C)C)cc1C (stereo unspecified) | -9
COc1ccccc1NC(=O)Cc1nc(=O)[nH]c(=O)[nH]1 | -4
COC(=O)Cn1cnc2c(NC(=O)c3ccccc3)ncnc21 | -5
Cc1cccc(C)c1-n1nnnc1C1(C)CCC(=O)N1Cc1cccs1 (stereo unspecified) | -7
Cc1ccc(NC(=O)OC(C)N2CCCCC2)cc1NC(=O)OC(C)N1CCCCC1 (stereo unspecified) | -1
COC(=O)[C@]12CCCCC=C1N(Cc1ccccc1)C(=O)[C@H](CC(=O)NCC1CCCCC1)C2 | -7
C[C@@H]1CN(S(=O)(=O)C(C)(C)C)[C@H](CCO)/C1=C\CCO | -7
CC1(C(=O)NCc2ccccc2)CCC(=O)N1C1CCN(Cc2ccccc2)CC1 (stereo unspecified) | -6
COc1ccc(OC)c(N(CCN2C(=O)c3ccccc3C2=O)C(=O)CCl)c1 | -6
CCNC(=O)C1(C)CCN(C(=O)c2ccc(C(=O)OC)cc2)C1 (stereo unspecified) | -6
Cc1ccccc1C(=O)c1ccccc1C(=O)c1ccccc1 | -6
Brc1ccc2nc(-c3ccco3)c(Cc3ccsc3)n2c1 | -8
CN(C)C(CNC(=O)C1CCN(S(=O)(=O)c2cc(Cl)ccc2Cl)CC1)Cc1ccccc1 (stereo unspecified) | -5
CC1(C(=O)NS(=O)(=O)C2CC2)CCN(C(=O)c2ccccc2C(F)(F)F)C1 (stereo unspecified) | 1
Cc1ccc(CN2CCC(C)(Oc3cccc(Cl)c3)C2)cc1 (stereo unspecified) | -4
CC(CC(=O)Nc1ccc2c(c1)c(=O)n(C)n2Cc1ccc(F)cc1)C(F)(F)F (stereo unspecified) | -5
Cc1ccccc1CC1(C)C(=O)Nc2ccc(S(=O)(=O)NC3CCCCC3)cc21 (stereo unspecified) | -9
COc1ccc(C(O)c2nc(/C=C/c3ccc(C(F)(F)F)cc3)cs2)cc1 (stereo unspecified) | -6
O=C1C2CC3N1CCC31c3ccccc3-n3c1c2ccc3=O (stereo unspecified) | -3

Part of the list above, as labelled records.
CC1(C(=O)NS(=O)(=O)C2CC2)CCN(C(=O)c2ccccc2C(F)(F)F)C1 (stereo unspecified)
  GalR3 antagonist = 1
Cc1ccc(CN2CCC(C)(Oc3cccc(Cl)c3)C2)cc1 (stereo unspecified)
  GalR3 antagonist = -4
CC(CC(=O)Nc1ccc2c(c1)c(=O)n(C)n2Cc1ccc(F)cc1)C(F)(F)F (stereo unspecified)
  GalR3 antagonist = -5
Cc1ccccc1CC1(C)C(=O)Nc2ccc(S(=O)(=O)NC3CCCCC3)cc21 (stereo unspecified)
  GalR3 antagonist = -9

Next part.
SMILES | GalR3 antagonist
CCOC(=O)C1(C)CCCN(C(=O)c2cccnc2SC)C1 (stereo unspecified) | -5
CC1(C(=O)NS(=O)(=O)c2ccccc2)CCN1C(=O)CC1CCCC1 (stereo unspecified) | -3
COc1cccc(C(C(=O)NC2CCCC2)N2CCN(c3cc(C)ccc3C)CC2)c1OC (stereo unspecified) | -7
CCc1ccc(NC(=O)c2cc(S(=O)(=O)N3CCCC3)ccc2F)cc1 | -8
COc1ccc(CCNC(=O)CC(=O)N/N=C\c2ccc(OCC(N)=O)cc2)cc1OC | -8
O=C(NCc1ccc(Cl)c(Cl)c1)c1cc(C2CCCCN2C(=O)c2ccccc2)on1 (stereo unspecified) | -2
CCOC(=O)[C@]12CCCC=C1N(Cc1ccc3c(c1)OCO3)C(=O)[C@H](CC(=O)N1CCSCC1)C2 | -6
COc1ccc(NC(=O)C(c2ccc(C(F)(F)F)cc2)n2c(=O)c(-c3cc4ccccc4[nH]3)nc3ccccc32)cc1 (stereo unspecified) | -7
COc1ccccc1C(=O)N1CCN(C(=O)[C@H](CCc2ccccc2)NC(=O)[C@H]2O[C@@H](n3cnc4c(N)ncnc43)[C@H](O)[C@@H]2O)CC1 | -5
O=C(NCc1ccccn1)[C@@H]1CCCN1C(=O)[C@@H]1CCCN1C(=O)c1cccs1 | -6

Copied from the list.
Value of `CC1(C(=O)NS(=O)(=O)c2ccccc2)CCN1C(=O)CC1CCCC1` (stereo unspecified) under GalR3 antagonist: -3
Value of `COc1ccc(CCNC(=O)CC(=O)N/N=C\c2ccc(OCC(N)=O)cc2)cc1OC` under GalR3 antagonist: -8
Value of `O=C(NCc1ccccn1)[C@@H]1CCCN1C(=O)[C@@H]1CCCN1C(=O)c1cccs1` under GalR3 antagonist: -6
Value of `O=C(NCc1ccc(Cl)c(Cl)c1)c1cc(C2CCCCN2C(=O)c2ccccc2)on1` (stereo unspecified) under GalR3 antagonist: -2

Carrying on.
SMILES | GalR3 antagonist
CC(=O)C1=CCC(c2ccc(C)o2)N(S(=O)(=O)c2ccc(C)cc2)C1 (stereo unspecified) | -3
CCc1nc2c(OCc3ccc(F)cc3)cccn2c1N(C)C(=O)CC(C)C | -8
COc1cc(-c2coc3c(C(=O)NCc4ccc(N(C)C)cc4)cccc23)ccc1O | -3
O=C(COC(=O)COc1ccc(Cl)cc1)NC1CCCCCC1 | -4
COc1ccc(C(=O)NC2CC(C)(C)NC(C)(C)C2)cc1S(=O)(=O)N1CCOCC1 | -4
O=C(C=Cc1ccco1)N1CCOCC1 | -6
CC(=O)C1(O)C(C)CC2C3CC(F)C4(O)CC(O)CCC4(C)C3CCC21C (stereo unspecified) | -2
CCc1cc(-c2nnn(CCC3COCCO3)c2CC)cc(CC)c1-c1cn(Cc2ccccc2)nn1 (stereo unspecified) | -7
COC(=O)c1cc2c(c3c4cc(OC)ccc4n(S(=O)(=O)c4ccc(OC)cc4)c13)C(=O)N(C)C2 | 0
O=C(NCc1ccccc1)c1cc(C2CCCN(C(=O)C3CC3)C2)on1 (stereo unspecified) | 1
Cc1ccc(S(=O)(=O)N2[C@@H](CO)CO[C@H]2CC(=O)c2ccc(F)cc2)cc1 | -7
C[C@H]1CN([C@@H](C)CO)S(=O)(=O)c2ccc(Br)cc2O[C@H]1CN(C)C(=O)Cc1ccccn1 | -6
O=S(OCCN1CCOCC1)C(c1ccccc1)c1ccccc1 (stereo unspecified) | 1
CC(C)(C)c1ccc(C(O)c2ncc(-c3ccc4ccccc4c3)[nH]2)cc1 (stereo unspecified) | -6
CC1(C(=O)NCCc2ccccc2)Cc2c(-c3cccc(C(N)=O)c3)ccnc2O1 (stereo unspecified) | -2
CCCC[C@@H]1CNC(=O)C(=O)N1CCCC | -8
C/C(=N\OCC(=O)OC(C)C(=O)Nc1ccc(C)c(S(=O)(=O)N2CCOCC2)c1)c1ccc2c(c1)OCO2 (stereo unspecified) | 4
O=C(CCCCC(=O)Sc1ccccc1)Sc1ccccc1 | -8
O=c1[nH][nH]c2c1C(c1cccc(C(F)(F)F)c1)OC(CCc1ccccc1)C2 (stereo unspecified) | 1
O=c1c2ccccc2sc2ccccc12 | -5

Random excerpt: three entries already listed
SMILES | GalR3 antagonist
COc1cc(-c2coc3c(C(=O)NCc4ccc(N(C)C)cc4)cccc23)ccc1O | -3
Cc1ccccc1CC1(C)C(=O)Nc2ccc(S(=O)(=O)NC3CCCCC3)cc21 (stereo unspecified) | -9
CN(C)C(CNC(=O)C1CCN(S(=O)(=O)c2cc(Cl)ccc2Cl)CC1)Cc1ccccc1 (stereo unspecified) | -5

Later entries.
SMILES | GalR3 antagonist
O=C(Nc1cccc2c1CCCC2)c1cc(C2CCCCN2C(=O)c2cccs2)on1 (stereo unspecified) | -2
COc1cc2ccc(C=O)cc2cc1OC | 5
O=S(=O)(Nc1ccc(NS(=O)(=O)c2ccccc2)cc1)c1ccccc1 | -3
Cc1c(N)cc(S(=O)(=O)O)cc1NC(=O)c1cccc([N+](=O)[O-])c1 | 0
CCCCOCC1CN(CCCC)S(=O)(=O)c2c(NCc3cc(OC)c(OC)c(OC)c3)cccc2O1 (stereo unspecified) | -7
COC(=O)C1(NC(=O)CNC(=O)OCc2ccccc2)CCCC1 | -3
COc1cc2c(c(OC)c1OC)C1(CCCCC1)CC2NCC=C(C)C (stereo unspecified) | -8
CC(C)NC(=O)N(C)C[C@H]1OCCCC[C@H](C)Oc2ccc(NS(=O)(=O)c3ccccc3)cc2C(=O)N([C@H](C)CO)C[C@H]1C | -7
COc1ccc2[nH]c3c(c2c1)CCN1C(=O)C(CC(=O)NCc2cccc(C(F)(F)F)c2)C[C@H](C(=O)N2CCCCC2)[C@@]31C (stereo partly specified) | -6
CN(CCc1ccccc1)C(=O)c1cccc(NC(=O)Cc2cccc(NC(=O)C3CCCN(C(=O)C4CCCCC4)C3)c2)c1 (stereo unspecified) | -8
O=C1CN(C(=O)COC(=O)c2ccc(Cl)cc2)c2ccccc2N1 | 2
Cc1nc2ccc(C(=O)N3c4ccccc4N=C(c4ccc(C(F)(F)F)cc4)C3C(=O)NC(C)(C)C)cc2[nH]1 (stereo unspecified) | -6
CCc1ccc(C(O)c2ncc(-c3ccccc3C(F)(F)F)[nH]2)cc1 (stereo unspecified) | -6
Cc1ccc(C(=O)Nc2c(-c3ccccc3)[nH][nH]c2=O)cc1 | -6
C#CCN1CC(COc2ccccc2)Oc2cccc(Oc3ccc(OC)cc3)c2S1(=O)=O (stereo unspecified) | -5
Cc1ccc2nc3c(cc(C(=O)NCc4ccccc4)c(=N)n3CCCn3ccnc3)c(=O)n2c1 | -3
COC(=O)C[C@H]1C=C[C@@H](NC(=O)C2CC2)[C@@H](CO)O1 | -1
COc1cccc(-c2cnc(C(O)c3ccc(CN4CCCC4)cc3)[nH]2)c1 (stereo unspecified) | -6
O=C(Cn1cnc2c(NCc3ccccc3)ncnc21)NCc1ccccn1 | -5
Cn1[nH]cc(C=NC(N)=O)c1=O | -5

Overlap with the part before: 4 compounds; new compounds follow.
SMILES | GalR3 antagonist
COC(=O)C[C@H]1C=C[C@@H](NC(=O)C2CC2)[C@@H](CO)O1 | -1
COc1cccc(-c2cnc(C(O)c3ccc(CN4CCCC4)cc3)[nH]2)c1 (stereo unspecified) | -6
O=C(Cn1cnc2c(NCc3ccccc3)ncnc21)NCc1ccccn1 | -5
Cn1[nH]cc(C=NC(N)=O)c1=O | -5
CCCCCCn1c(=O)n2n(c1=O)C[C@]1(OC(=O)NCC3CCCCC3)CN(S(=O)(=O)c3ccc(C)cc3)C[C@]1(O)C2 | -6
CC(NS(=O)(=O)c1ccc(Cl)cc1)C(=O)OCC(=O)Nc1ccc(N(C)C)cc1 (stereo unspecified) | -3
CCCCN(C)c1c(C)nc2ccc(C(=O)NCc3ccc(OC)cc3)cn12 | -6
Nc1ccc(CSc2ccccc2)cc1 | -7
CCC(C)n1c(SCC(=O)NC2CC2)nc2ccccc2c1=O (stereo unspecified) | -6
CCCS(=O)(=O)NC(=O)C1(C)CCN(C(=O)c2cc(C)on2)C1 (stereo unspecified) | -1
COc1cccc(CNC(=O)c2ccc(S(=O)(=O)N3CCCCC3)cc2)c1 | 0
Cc1cc(=O)oc2cc(OCC(=O)Nc3c(C)n(C)n(-c4ccccc4)c3=O)c(Cl)cc12 | -2
CC1(C(=O)NS(=O)(=O)c2ccc(Cl)cc2)CCN1C(=O)CC1CCCC1 (stereo unspecified) | 2
O=C(COC(=O)c1cccc(Br)c1)NC1CCCCCCC1 | -4
CCCCN1C(=O)C(CC(=O)NCCCN(C)C)CC(C(=O)N2CCOCC2)=C1C (stereo unspecified) | -7
Cc1ccc2nc(SCC(=O)N3N=C(c4cccs4)CC3c3ccc(F)cc3)nc(=O)n2c1 (stereo unspecified) | 1
COc1ccc(Cc2c(-c3cccc(Cl)c3)nc3ccc(Br)cn23)c(C)c1 | -7
O=C(OCc1ccccc1)N1Cc2ccnnc2CC1c1ccccc1-c1ccc(C(F)(F)F)cc1 (stereo unspecified) | -7
CCNC(=O)N1CCN(c2ccc(N3CCN(Cc4ccccc4)[C@@H](C)C3)c(C)c2)[C@@H](C)C1 | -5
Cc1ccc(/C=C2/CNC/C(=C/c3ccc(C)cc3)C2=O)cc1 | -1
CCOc1ccc(Nc2ccc(S(=O)(=O)N3CCOCC3)cc2[N+](=O)[O-])cc1 | -1
CC(C)CN(C(=O)C1=COCCO1)c1c(N)n(Cc2ccccc2)c(=O)[nH]c1=O | 4
CC(=O)Oc1ccc(Cl)cc1CN(C(C)=O)C1CCCCC1 | -6
CCc1ccc(C(O)c2ncc(-c3ccc4ccccc4c3)[nH]2)cc1 (stereo unspecified) | -4
Clc1cc(Cl)cc(Nc2ccccc2CN(C/C=C/c2ccc3c(c2)OCO3)Cc2ccccc2)c1 | -4
Cc1ccc(-c2nc3ncccc3o2)cc1NC(=O)c1ccc2c(c1)OCO2 | -1
Cc1ccc(-c2csc(C(C#N)=C(O)CN3CCN(C(=O)c4ccco4)CC3)n2)cc1 | -2
Fc1cccc(Cc2c(-c3ccc(Cl)cc3)nc3c(Cl)cc(C(F)(F)F)cn23)c1 | -5
Nc1nc(SCC(=O)c2ccc(Cl)cc2)c2ncn(C3OC(CO)C(O)C3O)c2n1 (stereo unspecified) | -7
Cc1cn(CC(=O)NCc2ccc3c(c2)OCO3)c(=O)[nH]c1=O | -5
CC1(C)CC(=O)C=C(c2ccc(-c3cnn(Cc4ccccc4)c3)cc2)C1=O | -2
O=C(Nc1ccc(Cl)cc1)N[C@@H]1CC[C@H](CCNS(=O)(=O)c2ccccc2F)O[C@@H]1CO | -3
C[C@@H]1CN([C@H](C)CO)C(=O)CCCn2cc(nn2)CO[C@H]1CN(C)C(=O)Nc1ccc(C(C)(C)C)cc1 | -6
Cc1cc(C)c(N2C(=O)CC(Sc3ccccc3N)C2=O)c(C)c1 (stereo unspecified) | -3
C[C@@H]1CN([C@H](C)CO)C(=O)CCCn2nncc2CO[C@@H]1CN(C)C(=O)C1CCCCC1 | -5
O=c1c2c3nc4ccccc4nc3n(CCN3CCOCC3)c2ncn1CCN1CCOCC1 | 0
O=C(Nc1ccc(C(=O)N2CCN(c3ccncc3)CC2)cc1)c1ccc(Br)o1 | -1
COc1cc(CN2C[C@@H](CO)O[C@@H](n3cnc4c(NCC(C)C)ncnc43)C2)cc(OC)c1OC | -3
C[C@H]1CN([C@@H](C)CO)C(=O)CCCn2cc(nn2)CO[C@@H]1CN(C)S(=O)(=O)c1ccccc1C#N | 0
CC1=CC(=O)[C@@H](OC(=O)Nc2ccc(C)cc2)[C@@H](c2ccccc2Br)N1C | -6
O=C(Nc1ccccc1OC(F)F)c1ccc(N2CCCC2=O)cc1 | -5
CC(C)CN(C(=O)COC(=O)CSc1ccc(Br)cc1)C1CCS(=O)(=O)C1 (stereo unspecified) | 0
